High-throughput results from PubChem.
MLL CXXC-DNA inh – inhibitors of human MLL CXXC domain-DNA interaction; AID 2662; Potency, µM (top dose mostly 115 µM), for inactives: at the top dose activity change, negative = inhibition, usual class: inhibitors; Q03164; MLL-CXXC / FITC-HOXA9 DNA fluorescence polarization; hit rate 0.037% among 290,000; active means well fitted inhibition curve with a large enough effect in the polarisation, with a control signal flat, not every such curve was filed as active; inconclusive means small, poorly fitted or top-dose-only effect, or effect the other way, or a change in a side signal; inactive means no such curve, though single readings can be large or run the other way; the % refers to the polarisation; further: potency means the concentration at half of the fitted maximal effect
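Fluorescence polarization: 7 uM MLL-CXXC (stock) preincubated 5 min with compounds, then 50 nM fluorescein-HOX-A9 DNA (stock) added; 30 min ambient. Buffer 50 mM Tris-HCl pH 7.5, 50 mM NaCl, 1 mM DTT, 0.05% BSA.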
GALK inhibitor – blocks human galactokinase activity; P51570; Purified GALK, Kinase-Glo residual ATP luminescence; Potency, µM (doses to about 57.5 µM), for inactives: at the top dose activity change, negative = inhibition, actives largely listed as inhibitors; hit rate 0.007% among 270,000; further: potency means the concentration at half of the fitted maximal effect; on the % scale 0 is the no-effect control and ±100 the full control effect
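ATP-depletion format; final 35 uM ATP, 100 uM D-galactose, 5 nM enzyme; pH 8.0 HEPES/Mg2+ buffer; 60 min RT; luminescence read 10 min after detection reagent.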
Menin-MLL TR inh – menin-MLL binding inhibition, Texas Red mutant peptide | hit rate 0.23% among 270,000 | Potency, µM (doses to about 61.6 µM), for inactives: at the top dose FP activity change, negative = inhibition, hits mostly inhibitors | Menin + Texas Red MLL mutant peptide, fluorescence polarization; active means well fitted inhibition curve with a large enough effect in the polarisation, with a control signal flat, not every such curve was filed as active; inconclusive means small, poorly fitted or top-dose-only effect, or effect the other way, or a change in a side signal; inactive means no such curve, though single readings can be large or run the other way; the % refers to the polarisation; further: potency means the concentration at half of the fitted maximal effect; % of control where 0% means no effect; many of its hits are not listed in these tables
TRPV1 agonist – human TRPV1 agonism; Q8NER1; TRPV1-expressing cells, Fluo-8 calcium influx, agonist mode; activation, % at 8.33 µM; hit rate 0.19% among 320,000; AID 540275; in the data active means activation above about 80%; inconclusive means between about 30% and that limit; further: 0% is about no effect
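Cells expressing TRPV1 were dye-loaded with Fluo-8 and read kinetically: 10 s baseline, 3 min after compound (agonist portion), then 2 min after EC20 capsaicin (allosteric enhancer portion). Calcium-bound dye fluorescence at 480/520 nm.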
USP2a inh – USP2a (human) protease inhibition; O75604; USP2 core, Ub-CHOP2 coupled fluorogenic reporter, 485/531; Potency, µM (highest dose often 38.3 µM), for the others: at the top dose activity change, negative = inhibition, hits mostly inhibitors; hit rate 0.01% among 330,000; AID 463254;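 further: potency means the concentration at half of the fitted maximal effect; plate controls were DMSO wells for no effect and full inhibition by NEM control for full effect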
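Cell-free coupled assay: 10nM USP2 core preincubated 30min RT with compound in Tris-HCl pH 8.0/CaCl2/CHAPS buffer, then 25nM Ub-CHOP2 and 25nM reporter substrate; fluorescence (Ex 485/Em 531) read after 60min RT, normalized to NEM inhibition, concentration-response curves fitted.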
B2AR arrestin – beta2AR (human) beta-arrestin recruitment activity. P07550. beta-arrestin recruitment to beta2AR, cell-based reporter. Potency, µM (series often up to 46.1 µM), inactives show at the top dose activation, most hits filed as activators. hit rate 0.02% among 330,000;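 further: potency means the concentration at half of the fitted maximal effect; 0% = DMSO controls and full agonism = EC100 isoproterenol or metaproterenol; nearly all actives have a fitted effect of over 65% in size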
PKM2 activator – activators of human pyruvate kinase M2. P14618. purified PKM2, Kinase-Glo ATP luminescence, activation; response scale: 0% is enzyme alone, no compound. Potency, µM (top dose mostly 57.5 µM), for inactives: top-dose activation, usual class: activators. hit rate 0.34% among 260,000; further: potency means the concentration at half of the fitted maximal effect; on the % scale 0 is the no-effect control and ±100 the full control effect; nearly all actives have a fitted effect of over 55% in size
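ATP formation by purified human PK-M2, quantified via coupled luciferase luminescence after 1 h at room temperature with 0.1 mM ADP and 0.5 mM PEP final.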
KCNH2 3.1 block – inhibitors of human KCNH2 3.1 potassium channel isoform. U2OS KCNH2 3.1, thallium flux FluxOr; hits give low values. AID 720553. hit rate 0.95% among 340,000. activity change, % (tested at about 1.8 µM);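 active means maximum activity change below -70%; inconclusive means maximum activity change from -70% to -50%; inactive means maximum activity change above -50%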;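 further: thallium influx rate constant from kinetic fluorescence after stimulation buffer; on the % scale 0 is the no-effect control and ±100 the full control effect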
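Measured as rate of thallium-driven FluxOr signal in transduced U2OS cells carrying the 3.1 channel, read kinetically for 2 min upon stimulation; values are rate constants scaled to DMSO control wells.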
Giardia killer – kills Giardia lamblia. Giardia lamblia trophozoite viability. activity change, % at 7.66 µM, hits read low. hit rate 0.15% among 340,000. AID 540267; in the data active means activity change below about -80%; inconclusive means between about -30% and that limit;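 further: parasites exposed to compound for two days anaerobically before the ATP read; on the % scale 0 is the no-effect control and ±100 the full control effect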
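Trophozoite viability was measured as ATP-dependent luminescence, read 15-30 min after reagent addition. Before that, parasites at 100 cells/well were exposed to compounds for 48 h, anaerobically, at 37 deg C.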
Coupling enz – coupling enzyme interference in Giardia aldolase counter-screen. hit rate 0.67% among 290,000. activity change, negative = inhibition, % at 58.2 µM, hits read low. coupling enzyme system counterscreen, AmpLite Red fluorescence; in the data active means activity change below about -30%; further: on the % scale 0 is the no-effect control and ±100 the full control effect
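Fluorescence at 525 nm excitation and 598 nm emission measured inhibition of the coupled detection system without aldolase. Compounds (at 57.5 uM final) were preincubated 10 min at room temperature with coupling enzyme reagent before a 20 min substrate/AmpLite Red step.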
KCNH2 WT inh – inhibitors of human wildtype KCNH2 potassium channel; hit rate 0.37% among 340,000; U2OS, BacMam KCNH2, thallium flux FluxOr; hits give low values; activity change, % at 1.84 µM; AID 720551; Q12809;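 active means maximum activity change below -70%; inconclusive means maximum activity change between -70% and -50%; inactive means maximum activity change above -50%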; further: on the % scale 0 is the no-effect control and ±100 the full control effect
Target sequence (Q12809 whole entry, looked up): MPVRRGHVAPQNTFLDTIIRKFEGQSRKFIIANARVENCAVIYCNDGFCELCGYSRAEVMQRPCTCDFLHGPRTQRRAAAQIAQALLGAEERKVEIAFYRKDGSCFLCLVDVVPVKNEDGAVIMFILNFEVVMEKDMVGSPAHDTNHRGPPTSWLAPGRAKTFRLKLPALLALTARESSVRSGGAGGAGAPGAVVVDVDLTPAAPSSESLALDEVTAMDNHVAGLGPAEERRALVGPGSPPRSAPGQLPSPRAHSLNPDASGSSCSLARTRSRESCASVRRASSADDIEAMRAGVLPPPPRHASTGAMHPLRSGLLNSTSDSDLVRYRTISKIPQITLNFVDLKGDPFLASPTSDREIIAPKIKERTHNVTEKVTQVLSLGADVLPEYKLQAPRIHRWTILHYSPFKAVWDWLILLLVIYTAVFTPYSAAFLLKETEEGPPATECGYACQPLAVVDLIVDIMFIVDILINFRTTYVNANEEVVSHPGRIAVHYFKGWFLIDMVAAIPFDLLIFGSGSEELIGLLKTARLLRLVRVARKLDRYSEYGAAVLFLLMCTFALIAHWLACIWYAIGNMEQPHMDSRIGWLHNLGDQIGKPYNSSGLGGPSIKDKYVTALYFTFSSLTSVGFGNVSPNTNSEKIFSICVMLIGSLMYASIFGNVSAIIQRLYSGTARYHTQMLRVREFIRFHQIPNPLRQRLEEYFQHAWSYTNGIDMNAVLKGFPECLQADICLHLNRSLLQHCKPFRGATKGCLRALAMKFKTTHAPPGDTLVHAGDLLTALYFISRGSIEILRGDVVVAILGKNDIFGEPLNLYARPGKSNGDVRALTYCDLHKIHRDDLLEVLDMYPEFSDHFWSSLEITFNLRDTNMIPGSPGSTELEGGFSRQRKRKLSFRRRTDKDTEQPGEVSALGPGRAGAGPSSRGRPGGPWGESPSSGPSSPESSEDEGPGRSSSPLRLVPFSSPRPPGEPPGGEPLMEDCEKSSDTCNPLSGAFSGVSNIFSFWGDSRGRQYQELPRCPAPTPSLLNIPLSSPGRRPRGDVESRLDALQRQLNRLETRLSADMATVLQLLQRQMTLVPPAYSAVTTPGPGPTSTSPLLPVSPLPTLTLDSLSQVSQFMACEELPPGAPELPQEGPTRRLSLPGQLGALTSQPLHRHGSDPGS
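U2OS cells were transduced with wild-type KCNH2 virus (2.03 x 10^8 / mL) for 4 h at room temperature, then cultured overnight at 37 C. Thallium flux was read with FluxOr dye. Rate constants were normalized to DMSO controls.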
An asterisk follows results filed as active; ? = inconclusive; · = not tested or not shown; [ ] = remark or other dose. Unless noted, the call rests on the fitted dose curve; in most records, active means well fitted curve in the direction sought with a large enough effect; inconclusive means small, poorly fitted or top-dose-only effect, or another doubt; inactive means no such curve, though single readings can be large; an effect the other way counts as inactive or inconclusive. The list is partial; the hit share may differ from the screen's.

SMILES	MLL CXXC-DNA inh	GALK inhibitor	Menin-MLL TR inh	TRPV1 agonist	USP2a inh	B2AR arrestin	PKM2 activator	KCNH2 3.1 block	Giardia killer	Coupling enz	KCNH2 WT inh
Oc1c(C(c2ccco2)N2CCOCC2)sc2ncnn12 (stereo not given)	-6%	0%	-7%	-1	-1%	0.3%	28%	-8	-12	-8	5
O=[N+]([O-])c1ccc(N=NNc2ccccc2)cc1	-7%	-1%	?	0	-2%	-0.3%	-5%	-15	-1	0	-5
CCn1ccnc1CN(C)Cc1cn(-c2cccc(C)c2)nc1-c1cccc(F)c1	12%	0%	-6%	6	-9%	0.1%	-5%	13	-7	0	14
Cc1nc(Oc2ccc(Cl)cc2)c2oc3ccccc3c2n1	-10%	·	?	?	2%	-0.2%	0%	4	-4	4	-3
Cc1c(Cl)c([N+](=O)[O-])nn1CC(=O)N1CCCC1	-7%	·	-13%	1	5%	-0.6%	-17%	10	?	-2	-8
COc1ccc(-c2nnn(CC(=O)N(CCN3CCOCC3)C(C(=O)NC3CCCC3)c3ccco3)n2)cc1 (stereo not given)	1%	1%	-8%	1	0%	0.1%	?	5	1	4	17
CC1(C)Cc2c(c(N3CCOCC3)nc3sc4c(NCc5ccco5)nnnc4c23)CS1	29%	-1%	-8%	?	3%	0.4%	13%	21	1	-1	0
CSc1ccccc1NC(=O)c1ccccc1	0%	-1%	-14%	0	0%	0.0%	-4%	25	15	1	·
COC(=O)c1ccsc1NC(=O)CCc1ccccc1	10%	6%	9%	13	0%	0.2%	-3%[0.46 µM]	-2	-10	-6	-2
CCC1SC2=NC(C)=C(C(=O)OC)C(c3ccc(C)cc3)N2C1=O (stereo not given)	4%	-1%	?	-9	-8%	-0.1%	-1%	-6	-4	-2	-7
COc1ccc(OCC(=O)Nc2ccc(S(=O)(=O)Nc3cc(C)on3)cc2)cc1	·	·	·	1	0%	-0.1%	·	-6	-15	·	2
Cc1ccc(NC(=O)CN(C)C(=O)CSc2nc3ccccc3c(=O)n2CCO)cc1	·	·	·	-1	3%	-0.2%	·	-1	-6	·	-7
COc1ccccc1CNC(=O)C(C)n1nc(C)c2c(C)n(-c3ccccc3)nc2c1=O (stereo not given)	4%	2%	·	1	1%	-0.8%	·	-8	5	·	1
O=C(NC(=S)Nc1ccc(S(=O)(=O)Nc2nccs2)cc1)c1ccc(F)c(F)c1	11%	0%	25%	-2	1%	-0.6%	0%	·	11	7	·
Cc1cc(C)nc(NC(=O)c2ccc(Cl)cc2)n1	-3%	0%	-18%	2	-1%	0.1%	-2%	4	7	1	7
O=C(COC(=O)/C=C/c1ccccc1)Nc1cccc(Oc2ccccc2)c1	6%	·	5%	0	-1%	-0.8%	-1%	6	-14	2	3
O=C(c1ccccc1[N+](=O)[O-])N1CCCN(C(=O)c2ccccc2[N+](=O)[O-])CC1	0%	·	-2%	-1	3%	-0.4%	-1%	4	-8	5	-1
N#Cc1c(NC(=O)CCn2cnc3ccccc3c2=O)oc(-c2ccccc2)c1-c1ccccc1	19%	-5%	-3%	1	0%	-0.3%	-3%	·	11	2	0
O=C(NCc1ccco1)c1cnc2n(c1=O)CCS2	4%	3%	-8%	-3	2%	0.3%	19%	20	-10	4	-4
CC(C)Cn1c(N)c(C(=O)COC(=O)c2cc(S(=O)(=O)N3CCOCC3)ccc2Br)c(=O)n(C)c1=O	·	·	·	·	-6%	-0.1%	·	-6	-8	·	-1
Cc1cccc(OCCN2C(=O)C(=O)c3cccc(C)c32)c1	-6%	0%	-18%	1	2%	-0.2%	1%	10	-9	-2	-10
Cc1oc2ccc(OC(=O)N3CCOCC3)cc2c1C(=O)OC(C)C	5%	6%	4%	3	0%	-0.6%	-1%	1	-20	-1	-10
COc1ccc(-c2csc(NC(=O)CCNC(=O)c3ccco3)n2)cc1OC	·	·	·	0	1%	-0.3%	·	3	10	·	-15
O=C(NNc1ncnc2ccccc12)c1cccc(Cl)c1	-3%	-2%	·	17	5%	5.2%	4%	-1	-1	0	-4
CCOc1ccc(C(=O)NC2CCN(C(=S)NCc3ccco3)CC2)cc1	1%	-2%	14%	3	1%	0.3%	-5%	-4	0	1	-6
COC(=O)c1cc(S(=O)(=O)N2CCN(c3ccc(F)cc3)CC2)cn1C	-2%	4%	·	-1	-1%	0.2%	·	13	9	·	-12
O=C(O)c1ccc(-n2nnnc2SCc2ccccc2Br)cc1	1%	-2%	?	-1	1%	0.1%	·	4	2	20	2
COC(=O)CC1C(=O)NCCN1C(=O)CSc1nnc(Nc2ccc(OC)cc2)s1 (stereo not given)	2%	-3%	3%	0	1%	0.0%	-32%	-3	0	-7	3
O=C(NCCN1CCCOC1=O)C(=O)NCCN1CCCOC1=O	-1%	0%	·	-3	1%	-0.7%	-2%	2	-4	0	-13
COc1ccc(S(=O)(=O)N2CCCN(CC(=O)Nc3ccc(NC(C)=O)cc3)CC2)cc1	9%	11%	-1%	0	-5%	0.1%	4%	4	5	0	3
O=C(Nc1ccccc1)Nc1ccccc1NS(=O)(=O)c1cccs1	6%	-1%	9%	-2	1%	-2.4%	11%	·	1	3	-8
CCCc1cc(C(=O)Nc2ccn(Cc3ccc(C)cc3)n2)no1	-1%	3%	·	12	4%	0.5%	-3%	9	12	6	-7
CC(=O)Nc1cc(C(C)(C)C)c(O)c(C(C)(C)C)c1	8%	1%	3%	-7	0%	-0.1%	18%	4	22	0	-21
[O-][n+]1c2c(nn1-c1ccc(Cl)c(Cl)c1)-c1nonc1CC2	-1%	16%	-4%	2	-2%	0.0%	·	-12	6	1	-8
O=C(COC(=O)c1cccc(NS(=O)(=O)/C=C/c2ccccc2)c1)Nc1ccccc1OC(F)F	-19%	2%	-6%	4	-7%	-1.6%	0%	-1	-3	0	3
Cc1nn(C)c(=O)n1-c1ccc(Oc2ccccc2)cc1	2%	1%	-2%	2	0%	-0.2%	0%	8	4	2	-15
CCOC(=O)c1cc(-c2ccccc2)sc1NC(=O)C(C)N1C(=O)NC(C)(c2ccc(Cl)cc2)C1=O (stereo not given)	20%	2%	?	1	0%	-0.1%	-1%	-6	-14	0	-1
C[C@H]1CC[C@@]2(O[C@@H](CCO)C[C@@H](O)[C@@H]2O)O1	-14%	2%	12%	-2	2%	-0.2%	-1%	0	14	0	-1
COc1cccc(-c2nnc(SCc3ccc(C#N)cc3)n2Cc2ccco2)c1	-5%	-2%	-10%	6	-1%	-0.5%	7%	-50	14	0	15
Cc1cccc(Nc2ncnc3onc(-c4cccc(Cl)c4)c23)c1	1%	·	17%	6	1%	-0.5%	-1%	0	5	-2	-3
O=c1[nH]c2cc3c(cc2cc1CN(Cc1nnnn1CC1CCCO1)C1CCCCC1)OCO3 (stereo not given)	6%	-2%	-5%	5	-1%	0.2%	0%	-4	11	0	-19
CCN1CCN(C(=O)c2sc3ncnc(N4CCc5ccccc5C4)c3c2C)CC1	2%	-1%	-28%	?	4%	0.2%	-2%	-17	-11	1	-4
COc1ccc(-c2cc(C(=O)N3CCN(c4ncccn4)CC3)c3ccccc3n2)c(OC)c1	9%	0%	0%	0	-1%	-0.3%	6%	-3	-28	-1	-1
COC(=O)C1=C(N)c2c(F)cccc2C1(C#N)c1ccccc1 (stereo not given)	3%	1%	-13%	-5	-2%	-0.1%	0%	18	1	-5	-3
O=C(/C=C/c1ccccc1[N+](=O)[O-])NCc1ccccc1Cl	4%	-4%	7%	23	3%	-0.1%	-5%	34	-21	0	3
O=C(Nc1nc2c(s1)CCCC2)c1ccc2ncsc2c1	-1%	-3%	31%[activator]	-2	-10%	-0.4%	3%	-4	4	-4	-20
CCOc1nc2cnccc2n(CC(=O)Nc2cccc(C)c2)c1=O	7%	-4%	·	0	-1%	0.0%	·	13	9	·	3
Cn1c(SCc2cc(=O)[nH]c3ccccc23)nnc1-c1ccco1	7%	-4%	0%	-5	3%	-0.1%	4%	18	5	2	5
Cc1cccc(COCC(Cc2ccccc2)N2CCN(C(=O)c3ccc(C(F)(F)F)cc3)CCC2=O)c1 (stereo not given)	3%	·	0%	-2	-10%	-1.1%	-2%	4	-3	-10	-2
COc1ccc(/C=N/n2cc(-c3ccc(OC)cc3)nc2N)cc1	12%	1%	-3%	13	3%	-0.3%	-5%	2	11	-1	5
N#Cc1cc2c(nc1S(=O)(=O)Cc1ccccc1)CCCC2	10%	10%	2%	7	1%	-0.1%	0%	-10	7	-2	1
CC1(C)CC2(CC(C)(C)NC(=O)N2)NC(=O)N1	-6%	1%	-4%	-1	2%	0.8%	0%	-11	-8	5	-7
O=S1(=O)CCOC[C@H](CC2CCCCC2)N1Cc1ccc(F)cc1	-11%	·	2%	4	-7%	0.0%	4%	-2	1	0	-9
